Compound activity as filed in PubChem BioAssay.
PRMT1 FP inh: blocks human protein arginine methyltransferase 1; Q99873; recombinant PRMT1, activity-based probe fluorescence polarization; inhibition, % at 2.79 µM; 1.3% of 370,000 active; AID 652257;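 active means inhibition above about 21% made by adding two undisclosed values, limit read from the data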
Rev-erbA mod: modulators of human Rev-erb alpha DNA binding. P20393. Rev-erbα–FITC-DNA binding, fluorescence polarization, 90 min. activity, % at 10 µM. 0.79% of 370,000 active;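 active means activity above about 14%, limit read from the data; passing the limit was not always enough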;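 further: 0% = DMSO wells with 35 nM protein and 100% = DMSO wells with 750 nM protein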
rCAG RNA binder: molecules binding r(CAG) RNA repeats; inhibition, % at 3 µM; r(CAG) RNA repeat, TO-PRO-1 dye displacement fluorescence; 1.3% of 370,000 active;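 active means inhibition above the plate cutoff, the mean of all test compounds on that plate plus 3 SD, cut at about 35% in these data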;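 further: 0% = DMSO alone and 100% = 100 µM mitoxantrone as full dye displacement; higher means more dye released from RNA so lower well fluorescence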
HTRA1 inh: inhibitors of human serine peptidase HTRA1. Q92743. recombinant HTRA1, FP-rhodamine activity-based probe, fluorescence polarization. inhibition, % at 5.96 µM. 0.5% of 340,000 active; in the data active means inhibition above about 36%;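 further: 0% = enzyme with DMSO and 100% = wells lacking enzyme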
Target sequence (Q92743 whole entry, looked up): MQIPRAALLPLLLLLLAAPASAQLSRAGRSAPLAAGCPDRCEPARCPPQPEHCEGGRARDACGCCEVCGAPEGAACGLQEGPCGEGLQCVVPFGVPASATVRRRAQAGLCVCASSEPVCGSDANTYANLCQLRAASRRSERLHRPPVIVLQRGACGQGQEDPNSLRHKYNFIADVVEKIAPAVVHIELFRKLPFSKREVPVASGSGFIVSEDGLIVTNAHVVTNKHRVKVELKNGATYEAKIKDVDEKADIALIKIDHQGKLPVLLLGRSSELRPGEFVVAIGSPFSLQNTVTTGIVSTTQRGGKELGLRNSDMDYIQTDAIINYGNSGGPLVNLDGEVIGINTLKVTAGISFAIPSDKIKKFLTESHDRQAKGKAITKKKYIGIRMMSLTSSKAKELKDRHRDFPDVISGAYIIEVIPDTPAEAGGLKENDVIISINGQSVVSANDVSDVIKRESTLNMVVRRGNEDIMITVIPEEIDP
TCR CD3 inh: blocks the human TCR-CD3 interaction. TAMRA-labeled TCR probe fluorescence, biochemical. inhibition, % at 9.4 µM. 0.37% of 360,000 active; in the data active means inhibition above about 19%;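 further: recombinant mutant TCR 2C K166C tagged with TAMRA read by polarization; 0% = receptor in buffer alone and 100% = receptor with positive control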
PG9 binder: binds the HIV-1 gp120 antibody PG9; 0.43% of 360,000 active; AID 624416; TR-FRET gp120-PG9 antibody binding; inhibition, % at 6.7 µM; in the data active means inhibition above about 8.5%
LEDGF integ inh: blocks HIV-1 LEDGF/p75-dependent DNA integration. 0.64% of 370,000 active. inhibition, % at 3.7 µM. TR-FRET IN-LEDGF/p75 DNA integration, Eu/Cy5;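 active means inhibition above the screen-wide mean plus 3 SD, cut at about 13% in these data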;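 further: signal is the Cy5 over europium emission ratio at 671 and 618 nm; 0% = plate median of compound wells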
UHRF1 binding: blocks human UHRF1 binding to methylated DNA. AID 687016. inhibition, % at 4.4 µM. UHRF1 binding to methylated oligo, TR-FRET. Q96T88. 0.75% of 370,000 active; in the data active means inhibition above about 21%;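 further: UHRF1 SRA domain binding a hemimethylated CpG hairpin DNA probe; 0% = median of test compound wells and 100% = reference inhibitor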
ABHD4 inh: ABHD4 (mouse) inhibition, primary FP screen; Q8VD66; purified mABHD4, FP-Rh probe fluorescence polarization; inhibition, % at 8.92 µM; 0.54% of 370,000 active;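 active means inhibition exceeding the mean over every tested compound plus 3 SD, cut at about 30% in these data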;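 further: 0% = plate median of compound wells and 100% = S159A mutant with DMSO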
Target sequence (Q8VD66 whole entry, looked up): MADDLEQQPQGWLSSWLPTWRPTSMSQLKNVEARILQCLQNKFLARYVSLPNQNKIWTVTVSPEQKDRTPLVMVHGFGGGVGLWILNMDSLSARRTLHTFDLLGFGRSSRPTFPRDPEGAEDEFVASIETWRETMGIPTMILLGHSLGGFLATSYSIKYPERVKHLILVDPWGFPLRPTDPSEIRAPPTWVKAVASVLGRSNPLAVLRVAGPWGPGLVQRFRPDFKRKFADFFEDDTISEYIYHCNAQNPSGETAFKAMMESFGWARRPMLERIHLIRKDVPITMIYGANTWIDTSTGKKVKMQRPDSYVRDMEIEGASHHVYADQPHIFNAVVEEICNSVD
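assay system = mABHD4 protein | compound dosing = single nominal dose of 8.92 µM, 0.89% DMSO final | read-out basis = percent inhibition of probe binding, normalized to plate controls | schedule = Enzyme–compound pre-incubation 45 min, then probe 60 min, both 25 °C | detection = fluorescence polarization, excitation 525 nm, emission 598 nm, BODIPY TMR filters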
MBD2 DNA inh: blocks human MBD2 binding to methylated DNA; AID 686964; 0.31% of 370,000 active; TR-FRET, MBD2 binding to methylated oligonucleotide; Q9UBB5; inhibition, % at 4.4 µM; in the data active means inhibition above about 13%
An asterisk follows results filed as active; . = not tested or not shown. These rows are one share of the data (hit frequency here may not be typical).

SMILES | PRMT1 FP inh | Rev-erbA mod | rCAG RNA binder | HTRA1 inh | TCR CD3 inh | PG9 binder | LEDGF integ inh | UHRF1 binding | ABHD4 inh | MBD2 DNA inh
CC1Cc2cc(-c3csc(NC(=O)CCl)n3)ccc2N1C(=O)C1CC1 (stereo unspecified) | -2.7 | 1.4 | 3.6 | 4.4 | 5.1 | -1.0 | 3.3 | 0.7 | 2.7 | -5.2
COCCN(CCOC)C(=O)C12CCC(C)(C(=O)C1)C2(C)C (stereo unspecified) | 4.0 | 3.0 | -2.3 | -4.7 | -4.3 | 1.7 | 1.4 | 9.4 | -8.8 | 2.0
Nc1nc(NCCCN2CCOCC2)nc(Nc2ccccc2F)c1[N+](=O)[O-] | 2.0 | 1.2 | 2.2 | 0.3 | -7.3 | 0.0 | -7.4 | 5.3 | 5.5 | -1.2
CCCCONc1ncnc2nonc12 | -2.2 | -0.8 | -2.6 | 2.3 | 3.2 | -1.0 | 3.6 | -3.5 | 1.1 | 5.3
CCN1CCCC1CNC(=O)Cn1cccc1C(=O)c1ccccc1 (stereo unspecified) | 2.1 | -0.1 | 0.7 | -2.3 | -0.5 | -0.5 | 0.6 | -1.2 | 7.2 | -2.6
COc1ccc(Br)cc1C(=O)N/N=C/c1cccnc1 | -2.4 | -3.5 | -3.5 | 5.8 | -0.4 | -0.9 | -1.8 | 0.3 | -7.8 | 1.4
O=C(NNC(=O)C1CC1)c1ccc(-c2ccccc2)cc1 | 0.9 | 1.8 | -4.8 | -7.6 | -2.8 | -1.6 | -2.6 | 1.2 | -0.2 | 5.2
CCCNC(=O)CN1CCC(c2nc3ccccc3[nH]2)CC1 | 3.0 | 1.4 | 0.1 | -1.4 | -1.0 | 0.0 | -1.3 | 4.4 | -3.5 | 3.9
O=C(COC(=O)c1ccccc1Nc1ccccc1)NCc1ccccc1Cl | -1.4 | 18.2 | 2.2 | -3.7 | 3.9 | 2.5 | 2.0 | 2.6 | 1.2 | 2.6
O=C(Nc1ccccc1Cl)C1CCCN(S(=O)(=O)c2ccc(F)cc2)C1 (stereo unspecified) | -4.7 | -0.6 | -2.9 | -3.4 | 10.4 | -2.8 | 3.9 | 0.8 | 2.5 | -2.6
CC[N+](CC)=N/N=C1\C=CC[N+]([O-])=C1 | -3.0 | -7.6 | 2.7 | . | 2.8 | -0.7 | -3.9 | 0.2 | 5.5 | 2.1
O=C1C(=NO)CCCc2ccccc21 | -0.6 | -4.5 | 2.6 | 5.6 | 6.3 | 1.2 | 1.7 | 0.6 | -1.3 | -5.9
COc1ccc(-c2cc(C(F)(F)F)nc(SCc3cccc(C(=O)O)c3)n2)cc1 | -0.4 | -0.9 | 5.4 | -31.1 | 3.3 | -1.2 | -3.1 | -1.3 | -1.0 | -4.7
COc1ccc(CNC(=O)Nc2nnc([C@@H]3C[C@H](O)[C@@H](CO)O3)s2)cc1 | -10.6 | 0.0 | 2.8 | . | 3.9 | 0.1 | 5.1 | 1.1 | -4.2 | 2.1
O=C(Nc1ccc(F)cc1)c1cn(-c2ccccc2)nc1-c1ccncc1 | -2.2 | 1.8 | 0.8 | -26.6 | -6.5 | 1.9 | 1.6 | -0.1 | -12.5 | 2.6
COc1cccc(/C=C/C(=O)OCC(=O)Nc2ccc(Cl)c(S(=O)(=O)N(C)C)c2)c1OC | 4.8 | 1.8 | 4.4 | -13.4 | -6.8 | 1.0 | -1.3 | -0.6 | -3.5 | -0.1
O=C(C1=C(O)C(=O)N(Cc2ccco2)C1c1ccccc1)c1cccs1 (stereo unspecified) | -0.2 | -1.3 | 0.5 | 2.1 | 3.1 | 3.7 | 0.2 | -3.4 | -6.7 | -1.8
N#Cc1c(-c2ccccc2)cc(-c2ccccc2)[nH]c1=O | 8.3 | 18.4 | 0.0 | 3.0 | 1.4 | 1.6 | 0.1 | 1.1 | -0.7 | 5.0
Cc1ccc(C)c(NC(=O)COC(=O)c2nn(C)c(=O)c3ccccc23)c1 | -6.2 | 2.1 | 0.3 | -1.7 | -1.7 | 0.2 | 3.0 | 0.8 | -2.7 | -6.6
CN=C(Nc1cc(C)nn1-c1ccccc1)c1ccccc1 | -0.7 | -1.4 | -4.7 | -5.9 | -0.2 | -0.3 | -4.1 | -1.2 | 3.3 | 6.0
O=C(O)/C=C\C(=O)NNC(=O)c1cc(-c2ccccc2)n[nH]1 | 13.1 | -2.0 | 9.0 | -5.4 | 14.8 | 0.2 | -3.6 | -3.1 | 2.0 | 2.8
CCc1cccc(NC(=O)CCSCCC(=O)Nc2cccc(CC)c2)c1 | -1.2 | -4.4 | 1.1 | -64.9 | 2.3 | -2.1 | -3.4 | -1.7 | -21.6 | -0.6
CN(CC(=O)Nc1ccc(F)cc1)C(=O)CSc1nncs1 | -3.2 | -6.7 | 1.1 | 1.1 | 11.9 | -2.3 | -0.6 | 1.1 | -1.1 | -1.3
COC(=O)COc1cccc(NS(=O)(=O)c2cccc([N+](=O)[O-])c2)c1 | -0.9 | 2.3 | 0.1 | -1.9 | 1.6 | 0.2 | 2.7 | 0.0 | 1.4 | 4.1
COc1ccccc1NC(=S)N1CCn2cccc2C1c1cccnc1 (stereo unspecified) | 0.4 | 1.1 | 2.6 | -0.6 | 6.3 | -0.1 | 2.0 | 0.8 | 4.8 | 1.3
CCOC(=O)c1c(/N=C/C2=C(O)CCCC2=O)sc(C)c1C | 2.5 | -2.0 | -0.7 | -3.5 | -2.5 | -2.1 | 1.4 | -5.8 | -13.4 | -6.7
CNC(=O)C[C@H]1C(=O)N(c2ccccc2)C[C@@H]1CSC | -2.0 | -3.3 | 1.2 | 1.6 | 0.5 | -1.2 | 1.7 | -3.0 | 4.5 | -1.9
COc1ccccc1C(C)Nc1ccc(S(=O)(=O)N2CCN(C)CC2)cc1[N+](=O)[O-] (stereo unspecified) | -0.9 | 5.4 | 3.1 | -3.8 | 5.1 | 1.4 | -2.9 | -4.3 | -0.5 | -0.8
Cc1sc2nc(SCC(=O)NCCOCCO)nc(N)c2c1C | 1.5 | -1.6 | -2.9 | 1.7 | 2.8 | -2.5 | 2.0 | -0.8 | 0.0 | 2.7
CCOc1ccc(Cl)cc1-c1cc(C(=O)Nc2ccc(C(C)C)cc2)[nH]n1 | 3.2 | 2.1 | 10.3 | . | -4.2 | 0.9 | -2.8 | 5.3 | -22.7 | 6.2
O=C(c1ccccc1[N+](=O)[O-])N1CCCN(C(=O)c2ccccc2[N+](=O)[O-])CC1 | 0.4 | 3.3 | -0.9 | 0.6 | -1.0 | 0.3 | -2.1 | 4.6 | -0.8 | 4.1
Cc1ccc(CC(=O)N2CCC(c3nc4c(nnn4Cc4ccccc4)c(=O)[nH]3)CC2)cc1 | -6.5 | -3.8 | 7.2 | -5.9 | 1.0 | -2.8 | -1.5 | 3.3 | -5.7 | -0.6
O=C1Cc2ccccc2C(=O)N1c1cccc(Cl)c1 | 2.6 | -5.2 | 18.5 | -11.3 | -4.8 | -2.0 | -5.1 | -1.2 | 7.2 | -2.8
COc1cccc(NC(=O)Cn2c3ccc(F)cc3c3nc4n(c(=O)c32)CCCS4)c1 | 2.0 | 1.0 | 6.3 | -11.4 | -6.8 | 1.0 | -1.4 | 1.5 | 3.4 | 4.3
CCOC(=O)C1=C(C)NC(C)=C(C(=O)OCC)C1/C=C/c1ccccc1 | 2.3 | -0.8 | -4.8 | -13.0 | -2.6 | 1.2 | -0.1 | 2.1 | -5.7 | 0.9
Cc1ccc(CNC(=O)c2ccc(S(=O)(=O)Nc3c(C)n(C)n(-c4ccccc4)c3=O)cc2)cc1 | -1.1 | -0.8 | -0.9 | -3.2 | 8.1 | 0.1 | 3.1 | -2.7 | -4.9 | -1.0
O=C(NNc1ccc([N+](=O)[O-])cc1)C1C2CCCCC21 (stereo unspecified) | -1.6 | -1.6 | -1.6 | -1.2 | 6.0 | 0.1 | -3.4 | 4.0 | 3.1 | 4.4
O=C(CSc1nc2ccccc2c(=O)n1Cc1ccccc1)Nc1ccc(Br)cc1C(=O)O | 4.2 | -0.5 | 66.2* | -52.6 | -1.9 | 0.2 | -0.1 | -2.8 | -48.8 | -1.0
O=C(NCCC1=CCCCC1)C1CCCN(S(=O)(=O)c2cnc[nH]2)C1 (stereo unspecified) | 1.2 | -4.0 | 1.4 | -4.8 | 8.6 | 2.4 | 1.2 | 0.4 | 3.9 | -2.2
Cc1c2cnn(CC(=O)NC3CCCC3)c(=O)c2c(C)n1Cc1ccccc1 | 1.6 | 7.9 | -7.3 | -0.9 | -2.7 | 2.1 | -3.8 | -1.2 | 5.3 | 3.5
CC(CNC(=O)COc1ccc2c(c1)OCO2)c1ccccc1 (stereo unspecified) | -4.2 | 1.1 | 0.0 | 2.4 | 3.0 | -0.3 | 6.8 | -0.8 | -4.8 | 1.0
O=C1NC(=Nc2ccc(F)cc2)SC1Cc1ccc(F)cc1 (stereo unspecified) | -0.7 | 3.8 | -2.2 | . | 1.1 | 0.0 | 1.1 | 5.2 | -4.8 | -3.1
c1ccc(CSc2nnc(-c3c[nH]c4ccccc34)o2)cc1 | 0.7 | 2.6 | 8.7 | -20.2 | 3.6 | -1.8 | 0.4 | 1.4 | -15.7 | -3.8
O=C(O)c1cc2c(N3CCC(Cc4ccccc4)CC3)ncnc2s1 | 1.0 | -1.8 | 30.1 | -4.0 | -3.1 | -0.6 | -3.1 | 0.2 | 11.5 | 1.1
COc1ccc(OCC2CNC(=O)O2)cc1 (stereo unspecified) | 0.0 | 0.7 | 2.0 | -3.4 | 7.3 | -0.5 | -1.4 | 1.1 | 1.1 | -0.8

Part of the list above, with each value named:
> O=C(O)c1cc2c(N3CCC(Cc4ccccc4)CC3)ncnc2s1
  PRMT1 FP inh: 1.0 | Rev-erbA mod: -1.8 | rCAG RNA binder: 30.1 | HTRA1 inh: -4.0 | TCR CD3 inh: -3.1 | PG9 binder: -0.6 | LEDGF integ inh: -3.1 | UHRF1 binding: 0.2 | ABHD4 inh: 11.5 | MBD2 DNA inh: 1.1

> COc1ccc(OCC2CNC(=O)O2)cc1 (stereo unspecified)
  PRMT1 FP inh: 0.0 | Rev-erbA mod: 0.7 | rCAG RNA binder: 2.0 | HTRA1 inh: -3.4 | TCR CD3 inh: 7.3 | PG9 binder: -0.5 | LEDGF integ inh: -1.4 | UHRF1 binding: 1.1 | ABHD4 inh: 1.1 | MBD2 DNA inh: -0.8

(further entries)
SMILES | PRMT1 FP inh | Rev-erbA mod | rCAG RNA binder | HTRA1 inh | TCR CD3 inh | PG9 binder | LEDGF integ inh | UHRF1 binding | ABHD4 inh | MBD2 DNA inh
CCOc1ccc(C(C(=O)NC2CCCC2)N(Cc2ccccc2)C(=O)c2nsc(Cl)c2Cl)cc1 (stereo unspecified) | -0.6 | -3.4 | 2.3 | -34.8 | -2.4 | -2.6 | 0.2 | 1.2 | -13.4 | 1.1
CCN(CC)C(=O)[C@H]1C[C@H](CC(=O)NCCc2ccccn2)C(=O)N2CCc3c([nH]c4ccc(Cl)cc34)[C@]12C | 0.9 | 1.4 | 0.6 | 2.4 | 1.3 | 1.9 | 0.5 | -3.3 | 4.8 | -5.2
COc1ccc(OC)c(NC(=O)Nc2ccc3c(c2)OCO3)c1 | -2.9 | -4.9 | 6.1 | 4.2 | 5.2 | -1.9 | 2.3 | -1.3 | 10.2 | -1.9
CC(C)C(=O)N1CCN(c2ccc(NC(=O)c3ccco3)cc2Cl)CC1 | -1.8 | -0.6 | -3.4 | 2.7 | 7.5 | 0.8 | -3.5 | -3.0 | -4.3 | -3.3
